# 14-3-3g Raf: 14-3-3 gamma protein interaction modulation. FP, 14-3-3gamma / TMR-pS259-Raf peptide binding. inhibition, % at 40 µM. 0.19% of 160,000 active; in the data active = inhibition above about 30%;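 also: 0% = protein plus tracer without compound and 100% = blank with tracer alone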
# Target sequence (P61981 whole entry, looked up): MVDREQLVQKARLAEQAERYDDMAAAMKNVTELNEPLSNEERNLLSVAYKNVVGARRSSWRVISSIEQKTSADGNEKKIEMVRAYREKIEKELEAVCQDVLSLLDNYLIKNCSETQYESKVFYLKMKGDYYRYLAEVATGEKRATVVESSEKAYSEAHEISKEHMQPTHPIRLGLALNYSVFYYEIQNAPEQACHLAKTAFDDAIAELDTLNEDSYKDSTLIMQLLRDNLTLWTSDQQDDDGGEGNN
# * hit, by the source's call; & = joins results of further samples. Not all compounds are listed, so the mix of outcomes need not match the whole.
SMILES,14-3-3g Raf
CC1Cc2nc(SCC(=O)N3CCCCC3)n(Cc3ccccc3)c(=O)c2S1 (stereo unspecified),2
Cc1ccc(Nc2nc(-c3c(C)nc4ccccn34)cs2)cc1,-19
COC(=O)c1ccc(C)c(NC(=O)c2nn(C)c(=O)c3ccccc23)c1,2
N#Cc1ccsc1NC(=O)c1cnccn1,-2
N#Cc1nc(COc2ccc(Cl)cc2)oc1NCc1ccco1,-26
Cc1cccc(N(C)S(=O)(=O)c2ccc3c(c2)CCN3C(=O)C2CC2)c1,-2
O=C(Nc1nc(-c2ccc(Cl)cc2)cs1)c1cccnc1,11
Cc1cc(C)cc(NC(=O)c2ccc3c(=O)n(-c4ccccc4)c(=S)[nH]c3c2)c1,-9
O=C1C2C3c4ccccc4C(c4ccccc43)C2C(=O)N1c1cccc(C(F)(F)F)c1 (stereo unspecified),-10
O=C1OC(c2ccccc2)=C/C1=C\N1CCOCC1,-3
C=CCn1c(SCC(=O)Nc2nccs2)nnc1-c1cc2cccc(OC)c2o1,-1
Cc1scnc1C12CC3CC(CC(C3)C1)C2,4
c1ccc(OCCCn2nnc(-c3cccnc3)n2)cc1,-5
O=C(CC(O)C(Cl)(Cl)Cl)c1ccc([N+](=O)[O-])cc1 (stereo unspecified),-7
CC(=O)C1=C(O)C(=O)N(CCN2CCOCC2)C1c1ccccc1 (stereo unspecified),8&-8
CC(C)(C)c1ccc(C(=O)Nc2ccc(S(=O)(=O)N3CCc4ccccc43)cc2)cc1,-59
CC1=Nc2cc(C(=O)NCCN3CCOCC3)ccc2Sc2ccc(Cl)cc21,-19
CC1CCN(CC(C)OC(=O)c2ccc3c(c2)OCCO3)CC1 (stereo unspecified),-5
Clc1ccc(Cn2ncc3c(N4CCCC4)ncnc32)cc1,3
O=C(NCCN1CCOCC1)c1cccc(S(=O)(=O)N2CCCCCC2)c1,1
CC(=O)c1c(C)oc2c1c1c(c3ccccc32)OCN(Cc2ccccn2)C1,-2
COc1ccc(C)cc1NC(=O)C1(S(=O)(=O)c2ccc(Cl)cc2)CC1,-8
CCc1ccc(Nc2cc(C(=O)NCCCOC)c3ccccc3n2)cc1,-175
CC1(C)CC(=O)C2=C(C1)N=C1c3ccccc3C(=O)C1C2c1ccccc1Cl (stereo unspecified),-20
COC(=O)c1c(NC(=O)CCC(=O)O)sc(C)c1-c1ccc(C)c(C)c1,-13
Cc1nc2ccccc2n1CC(=O)OCC(=O)Nc1ccc2c(c1)OCCO2,-9
COC(=O)c1cccc(NC(=O)CCN2C(=O)c3cccc([N+](=O)[O-])c3C2=O)c1,-5
COc1ccc(-c2cn3c(C)c(C(=O)NC(C)(C)C)sc3n2)cc1,-4&-8
CC1(C)CCC(=O)C(C2(O)C(=O)Nc3ccccc32)O1 (stereo unspecified),6
CCOCCCNC(=O)C1CCCN1C(=O)NC1CCCCC1 (stereo unspecified),7
O=C(Cn1cc(C(=O)c2cccs2)c2ccccc21)NCc1cccs1,-1
CC(C)(C)C(=O)CNS(=O)(=O)c1ccc(S(=O)(=O)NC2CCCC2)cc1,-3
COc1cccc(C2CC(c3ccccc3)n3ncnc3N2)c1 (stereo unspecified),2
CCc1ccc(C(=O)CSC2=NCCS2)cc1,1
O=C(CSc1nnc(CNC(=O)c2ccco2)o1)Nc1ccc(Cl)cc1,-10
O=C(NCC1CCCO1)c1cc2c(=O)[nH]c3ccccc3c2s1 (stereo unspecified),-33
O=S(=O)(NCCc1ccc2c(c1)OCCO2)c1cccs1,-6
CC1CCN(C(=O)Cn2c(=O)n(Cc3ccc4c(c3)OCO4)c(=O)c3ccccc32)CC1,-12
N#CCNC(=O)CCCCCN1C(=O)c2ccccc2C1=O,3
O=C(O)CC(C(=O)OCC1CCCO1)N1CCOCC1 (stereo unspecified),-6
CCC(C)NC(=O)C1CCC(=O)N(c2ccc(OC)cc2)C1c1ccc(F)cc1 (stereo unspecified),3
CCCCCCn1ccc(=N)cc1,-10
COc1ccc(Cl)cc1NC(=O)c1c(O)c2cccc3c2n(c1=O)CCC3,-4
CCOc1ccc(NC(=O)c2oc(=O)c3ccccc3c2-c2ccccc2)cc1,-7
CCN1C(=O)c2ccccc2Sc2ccc(C(=O)NCCCN3CCCCC3)cc21,-13
COc1cccc(NS(=O)(=O)c2cn(C)c(=O)n(C)c2=O)c1,0
Cc1ccc2nc(NC(=O)c3ccccc3Br)sc2c1,-5
O=C(Nc1nc(-c2ccc(Br)cc2)cs1)c1ccc(S(=O)(=O)N2CCCC2)cc1,-3
Cc1ccc(C(=O)N2CCN(c3ccc(Cl)cc3[N+](=O)[O-])CC2)cc1,-2
Cc1cc2c(cc1C)NC(CC(=O)Nc1ccc(F)cc1)C(=O)N2 (stereo unspecified),-48
Cc1ccc(OCCCn2c(CO)nc3ccccc32)cc1,2
CC(C)C(=O)N(Cc1ccc2c(c1)OCO2)Cc1ccccn1,-4
COc1cc(CN2CCN(Cc3ccc(Br)cc3)CC2)cc2c1OCO2,-7
COc1ccc([N+](=O)[O-])cc1NC(=O)c1ccccc1Cl,-3
Cc1ccc(O)c(C2=Nc3ccccc3N=C(c3ccc(F)cc3)C2)c1,6
CCCCC(CC)CNC(=O)c1cccs1 (stereo unspecified),-2
O=C1CC(N2CCN(c3ccccc3)CC2)C(=O)N1CCc1ccccc1 (stereo unspecified),-6
O=C1OC(N2CCCC2)c2ccccc21 (stereo unspecified),-2
COC(=O)C1=C(C)NC2=C(C(=O)CCC2)C1c1ccc(OCc2ccc(Cl)cc2)c(OC)c1 (stereo unspecified),-8
NC(=O)Cn1nc(-c2ccc(Cl)cc2)c2ccccc2c1=O,-6

# Pulled one by one from the entries so far, 2 records:
SMILES,14-3-3g Raf
Cc1ccc(C(=O)N2CCN(c3ccc(Cl)cc3[N+](=O)[O-])CC2)cc1,-2
CC(=O)C1=C(O)C(=O)N(CCN2CCOCC2)C1c1ccccc1 (stereo unspecified),8&-8

# Back to the main list; the 3 compounds before the break are reprinted first.
SMILES,14-3-3g Raf
O=C1OC(N2CCCC2)c2ccccc21 (stereo unspecified),-2
COC(=O)C1=C(C)NC2=C(C(=O)CCC2)C1c1ccc(OCc2ccc(Cl)cc2)c(OC)c1 (stereo unspecified),-8
NC(=O)Cn1nc(-c2ccc(Cl)cc2)c2ccccc2c1=O,-6
Cn1c(NC(=O)c2cccs2)c(-c2cccs2)c(=O)c2ccccc21,-16
COc1ccc(C(=S)N2CCOCC2)cc1OC(=O)c1ccccc1,3
CCOc1ccccc1NC(=O)c1c(NC(=O)c2cccs2)sc2c1CCC(C)C2 (stereo unspecified),-7
O=C(NCc1ccco1)C1CCCN1S(=O)(=O)c1ccc2ccccc2c1 (stereo unspecified),-2
COC(=O)c1c(N2C(=O)C3ON(c4ccccc4C)C(c4ccccc4)C3C2=O)sc(C)c1C (stereo unspecified),4
CCOC(=O)c1c(C)[nH]c(C(=O)Cn2nnc(-c3ccccc3)n2)c1C,1
CC1=C(C(=O)OC2CCCCC2)C(c2ccc(OC(F)F)cc2)n2ncnc2N1 (stereo unspecified),-6
O=C(CCSCc1ccccc1Cl)NCc1ccco1,-1
CCNC(=O)/N=C1/NC(=O)C(C(C)C)O1 (stereo unspecified),-5
CCCOC(=O)C1=C(C)NC(=O)NC1c1ccccc1OCC (stereo unspecified),-11
Cc1ccc([N+](=O)[O-])cc1S(=O)(=O)NCc1cccnc1,-10
CCOc1ccc(NC(=O)c2ccccc2)c(NC(=O)c2c(-c3ccccc3Cl)noc2C)c1,-17

# Copied from the list:
# Value for CCOc1ccc(NC(=O)c2ccccc2)c(NC(=O)c2c(-c3ccccc3Cl)noc2C)c1 under 14-3-3g Raf: -17
# Value for COc1ccc(C(=S)N2CCOCC2)cc1OC(=O)c1ccccc1 under 14-3-3g Raf: 3
# Value for Cn1c(NC(=O)c2cccs2)c(-c2cccs2)c(=O)c2ccccc21 under 14-3-3g Raf: -16
# Value for CCOc1ccccc1NC(=O)c1c(NC(=O)c2cccs2)sc2c1CCC(C)C2 (stereo unspecified) under 14-3-3g Raf: -7
# Value for Cc1ccc([N+](=O)[O-])cc1S(=O)(=O)NCc1cccnc1 under 14-3-3g Raf: -10
# Value for CC1=C(C(=O)OC2CCCCC2)C(c2ccc(OC(F)F)cc2)n2ncnc2N1 (stereo unspecified) under 14-3-3g Raf: -6
# Value for COC(=O)c1c(N2C(=O)C3ON(c4ccccc4C)C(c4ccccc4)C3C2=O)sc(C)c1C (stereo unspecified) under 14-3-3g Raf: 4

# The list continues:
SMILES,14-3-3g Raf
O=C(O)c1cccc(NC(=O)C2CC(=O)N(Cc3ccccc3)C2)c1 (stereo unspecified),2
O=C(O)C1Cc2c([nH]c3ccccc23)C(c2ccccc2[N+](=O)[O-])N1 (stereo unspecified),53*
CC(=O)Nc1cc(C(=O)NCCN2CCc3ccccc3C2)ccc1Sc1ccc(C)cc1,3
CCOc1ccc(-c2cn(-c3ccc(C)cc3)c(=S)[nH]2)cc1,-179
OCCN(Cc1ccccc1)Cc1cccc(F)c1,-4
CC1CC(C)CN(C(=O)c2ccc(SCc3ccccn3)c([N+](=O)[O-])c2)C1 (stereo unspecified),-11
O=C(CSc1nc2c(c(=O)n1-c1ccc(Br)cc1)SCC2)NC1CCCCC1,-11
CC1CC(=O)Nc2ccccc2S1(=O)=O (stereo unspecified),-7
COc1ccc(NC(=O)c2nnn(Cc3cccc(F)c3)c2N)c(OC)c1,-7
CCCn1cnc2sc(C(=O)Nc3cccc(Cl)c3)c(C)c2c1=O,4
O=C(CCCCCN1C(=O)c2ccccc2C1=O)NC1CCCC1,-8
COc1ccc(C2C(C(=O)c3sc(C)nc3C)=C(O)C(=O)N2CCN(C)C)cc1OC (stereo unspecified),1
CCCNC(=O)Nc1ccc2snnc2c1,-9
Cc1ccc2[nH]c(=O)c(-c3nc4cc(C)ccn4c3NCc3ccco3)cc2c1,-5
CCN(CC(=O)Nc1cccc(OC)c1)C(=O)C1CCN(C(=O)Nc2ccccc2)CC1,-1
CCOc1ccc(C(=O)Nc2ccc3c(c2)OCCO3)cc1Br,4
CC(C)COc1ccc(-c2nnc(-c3ccco3)o2)cc1,-9
O=C(Cn1c(NCCCO)nc2ccccc21)c1ccc([N+](=O)[O-])cc1,3
Brc1ccccc1-c1nc2c3c4c(sc3ncn2n1)CCCCC4,-3
CCn1c(SCC(=O)c2c[nH]c3ccccc23)nnc1-c1cccs1,-60
O=C(CC1(O)C(=O)N(CCc2ccccc2)c2ccccc21)c1ccccc1[N+](=O)[O-] (stereo unspecified),-2
Cc1ccc(C)c(N2CCN(C(=O)c3ccc4nc5ccccc5c(=O)n4c3)CC2)c1,-1
CCCC(=O)NC(C)c1nc2ccccc2n1C (stereo unspecified),3&-9
CN(C)c1ccc(CN(C(=O)C2COc3ccccc3O2)C2CCS(=O)(=O)C2)cc1 (stereo unspecified),2
CCOC(=O)C1=C(C)N=C2SCC(=O)N2C1c1cccc(Br)c1 (stereo unspecified),-17
O=C(Nc1cc(C(F)(F)F)ccc1Cl)C1CCN(c2nnc(-n3cccc3)s2)CC1,-17
CCOc1ccccc1C1C(C(=O)Nc2ccc(OC)cc2)=C(C)Nc2nc(CCCO)nn21 (stereo unspecified),-1
CC(=O)N1CCc2cc(S(=O)(=O)N3CCN(Cc4ccc5c(c4)OCO5)CC3)ccc21,-8
COc1ccc(Cl)cc1C(=O)N(Cc1nc(-c2cccc(C)c2)no1)C(C)C,-2
Cc1ccc(Nc2nc(N3CCOCC3)nc(C)c2[N+](=O)[O-])cc1Cl,1
COCCN(CCOC)Cc1cc(=O)oc2cc3c(cc12)CCC3,-7
COCCN1CC(=O)N(c2cccc(C)c2C)C(c2ccc(Cl)cc2)C1=O (stereo unspecified),1
COc1ccc(Cl)cc1C(=O)Nc1c2c(nn1-c1cccc(C)c1C)CS(=O)(=O)C2,4
CCn1cc(C(=O)Nc2cccc(OC)c2)c(=O)c2ccc(C)nc21,-4
CC(C)N1C(=O)C(O)(CC(=O)c2ccccc2)c2ccccc21 (stereo unspecified),-1
Cc1ccccc1OCC(=O)Nc1ccc2oc(-c3ccccc3F)nc2c1,-73
COc1ccccc1NC(=O)C1=C(C)Nc2nnnn2C1c1ccccc1OC (stereo unspecified),-7
CCn1cnc2sc(C(=O)Nc3sc4c(c3C(=O)OC)CCC4)c(C)c2c1=O,-1
CCOc1ccc(OCC)c(NC(=O)C2CCN(S(=O)(=O)c3cccc4nonc34)CC2)c1,-1
CCC(=O)OC1=C2C(=Nc3c(c(=O)n(C)c(=O)n3C)C2c2ccccc2)c2ccccc21 (stereo unspecified),1
CC1CCN(S(=O)(=O)N2CCCC(C(=O)NCc3cccs3)C2)CC1 (stereo unspecified),-1
O=C(O)c1cnn2c1NC(c1ccccc1)CC2C(F)(F)F (stereo unspecified),-7
CNc1cc(Nc2ccc(C)cc2)c2c3c(onc13)-c1ccccc1C2=O,-89
COc1ccc(NC(=O)CC2OCCN(C)C2=O)cc1 (stereo unspecified),-7
Cc1cc(C(F)(F)F)nn1CC(=O)N1CCCCC1C (stereo unspecified),-12
COC(=O)c1ccc(N2C(=O)CC(NCc3ccc(Cl)cc3)C2=O)cc1 (stereo unspecified),-2
COc1ccc(NS(=O)(=O)c2cc(C(=O)Nc3ccc(Br)cc3)ccc2Br)cc1,-9
N#CCCn1cnc2c(=S)nc[nH]c21,-5

# In another format: entries from further up
structure | 14-3-3g Raf
Cc1ccc(O)c(C2=Nc3ccccc3N=C(c3ccc(F)cc3)C2)c1 | 6
CCCCC(CC)CNC(=O)c1cccs1 (stereo unspecified) | -2
O=C1CC(N2CCN(c3ccccc3)CC2)C(=O)N1CCc1ccccc1 (stereo unspecified) | -6
O=C1OC(N2CCCC2)c2ccccc21 (stereo unspecified) | -2

# Remaining list, next part
SMILES,14-3-3g Raf
Cc1nc2nc(Cc3ccccc3)nn2c(C)c1Cl,-6
CC(C(=O)NC1CCCC1)C1Sc2ccccc2N(Cc2ccc(F)cc2)C1=O (stereo unspecified),-23
CCOC(=O)c1sc2nc(CC(=O)OC)nc(Nc3cccc(Cl)c3)c2c1C,0
O=C(C1CCCN(c2ncccn2)C1)N1CCc2ccccc21 (stereo unspecified),-7
CCCOC(=O)C1=C(C)NC2=C(C(=O)CC(c3ccccc3)C2)C1c1ccc(C)cc1 (stereo unspecified),-2
CCOC(=O)c1ccc2c(c1)sc(=NC(=O)c1ccc(S(=O)(=O)N(C)C)cc1)n2CC,-8
COc1ccc(CC(=O)N2CCN=C2SC)cc1,-3
O=C1c2ccccc2C(=O)C1(CO)c1ccccc1,3
Cc1ccc(-n2nc3c(c2NC(=O)CC(C)C)CS(=O)C3)cc1 (stereo unspecified),-6
COC(=O)CC1NCCNC1=O (stereo unspecified),-3&0
